# FBA Mtb inh – Mtb fructose-bisphosphate aldolase inhibition; hit rate 2.3% among 360,000; purified M. tuberculosis FBA, fluorescence read-out; inhibition, % at 1 µM; P9WQA3; in the data active = inhibition above about 27%;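 also: 0% = vehicle and 100% = reference inhibitor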
# Target sequence (P9WQA3 whole entry, looked up): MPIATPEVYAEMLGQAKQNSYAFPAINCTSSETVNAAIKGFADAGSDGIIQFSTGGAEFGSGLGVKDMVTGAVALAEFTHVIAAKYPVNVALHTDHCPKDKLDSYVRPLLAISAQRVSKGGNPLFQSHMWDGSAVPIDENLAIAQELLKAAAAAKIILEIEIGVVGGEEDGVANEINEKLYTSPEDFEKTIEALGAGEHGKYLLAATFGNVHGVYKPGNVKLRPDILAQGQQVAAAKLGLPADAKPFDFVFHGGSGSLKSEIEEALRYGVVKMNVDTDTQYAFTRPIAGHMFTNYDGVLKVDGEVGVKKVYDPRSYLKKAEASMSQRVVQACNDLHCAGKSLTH
# BioA inh – BioA (M. tuberculosis) enzyme inhibition | hit rate 0.096% among 360,000 | AID 602481 | inhibition, % at 9.99 µM | purified M. tuberculosis BioA enzyme, plate reader; in the data active = inhibition above about 40%
# * hit, by the source's call; + = active, no number; & = joins results of further samples. Only part of the results is shown (hit frequency here may not be typical).
SMILES,FBA Mtb inh,BioA inh
CC(C)C1CC2=C(C(=O)OC(C)(C)O2)C(c2ccc(F)cc2)O1 (configuration not stated),-2,0.1
CCOC(=O)C1=C[C@@H](C(C)(C)C)N(S(=O)(=O)c2ccc(C)cc2)[C@H]1c1ccccc1,-4,-1.0
CCC(c1nnnn1-c1ccc2c(c1)OCCO2)N1CCN(C/C=C/c2ccccc2)CC1 (configuration not stated),-1,-2.1
COc1ccccc1Cc1c(-c2cccc(Br)c2)nc2ccc(Br)cn12,3,-0.6
O=c1[nH]c2ccccc2n1C1CCN(C(c2cccs2)c2nnnn2Cc2ccccc2)CC1 (configuration not stated),-6,-0.8
O=C(CC[C@H]1O[C@@H](n2cnc3c(NC(=O)c4ccccc4)ncnc32)[C@H](O)[C@@H]1O)NCc1ccco1,-4,2.3
CSCCC(c1nnnn1C1CCCC1)N1CCN(C/C=C/c2ccccc2)CC1 (configuration not stated),-2,-1.2
CCOC1=C2[C@H](c3ccc(CC)cc3)N(S(=O)(=O)c3ccc(C)cc3)C[C@H]2C(C#N)(C#N)C(C#N)(C#N)C1,-2,-2.3
Clc1ccc2nc(-c3ccco3)c(Cc3ccsc3)n2c1,0,1.0
Cc1cccc(C)c1-n1nnnc1C(c1cccs1)N1CCC(n2c(=O)[nH]c3ccccc32)CC1 (configuration not stated),-1,-1.3
Brc1cccc(-c2nc3ccc(Br)cn3c2Cc2ccsc2)c1,3,3.1
Cc1ccc(CNC(=O)/C=C/[C@H]2O[C@@H](n3cc(C)c(=O)[nH]c3=O)C[C@@H]2O)o1,1,-1.5
CCc1ccc([C@@H]2C[C@H]3[C@@H](CN2S(=O)(=O)c2ccc(C)cc2)C(=O)C[C@@H](c2ccc(Cl)cc2)N3S(=O)(=O)c2ccc(C)cc2)cc1,1,-5.7
COc1ccc(-n2nnnc2C(C2CC2)N2CCC3(CC2)C(=O)NCN3c2ccccc2)cc1 (configuration not stated),-2,0.0
Nc1nc(Cl)nc2c1ncn2C1CCC(CO)O1 (configuration not stated),2,-2.4
CCCCC[C@@H]1[C@@H]2C(=C(OCC)C[C@@H]3C(=O)N(c4ccccc4)C(=O)[C@H]23)[C@H](c2ccccc2)N1S(=O)(=O)c1ccc(C)cc1,1,0.6
COc1ccc(C2=Nc3ccccc3NC(=O)C2N(C(=O)c2cnc(C)cn2)c2ccc(N3CCOCC3)cc2)cc1 (configuration not stated),0,3.0
CN1OC[C@@H]2CN(C(=O)CCc3ccccc3)[C@H](c3ccc(-n4ccnc4)cc3)C[C@@H]21,-2,-1.6
CN(C)CCN(C)C1CN(Cc2ccccc2)S(=O)(=O)C1 (configuration not stated),-1,0.1
COCCCN1C(=O)C(CC(=O)NC(c2ccccc2)c2ccccc2)CC(C(=O)N(C(C)C)C(C)C)=C1C (configuration not stated),-2,7.1
CCOc1ccc(CCN2C(=S)N([C@@H](Cc3ccc(O)cc3)CN3CCC[C@@H]3CN3C(=S)NC[C@@H]3Cc3ccccc3)C[C@@H]2Cc2ccccc2)cc1,3,-0.9
COc1cccc(C(=O)N2[C@H](COCc3ccccc3)C=CS2(=O)=O)c1,-1,1.4
CN1OC[C@@H]2CN(C(=O)CCc3ccccc3)[C@H](c3ccc(N4CCCCC4)cc3)C[C@@H]21,2,4.6
O=C(NCc1ccc2c(c1)OCO2)c1[nH]c(C(F)(F)F)nc1-c1ccccc1,4,0.4
CS(=O)(=O)n1c2ccccc2c(=O)n1-c1ccccc1CCl,4,0.1

# Following part:
SMILES,FBA Mtb inh,BioA inh
CC(C)n1c(=O)c2ccccc2n1Cc1cn(Cc2cccnc2)nn1,154*,-1.3
C[C@H]1CNC(=O)c2c(C(=O)NC3CCN(C(=O)OC(C)(C)C)CC3)ncn21,3,-0.7
Cc1cn([C@H]2C[C@H](O)[C@@H](/C=C/C(=O)NCc3ccc4c(c3)OCO4)O2)c(=O)[nH]c1=O,-2,-1.5
COc1ccc2oc3cc(NCCN(C)C)ccc3c(=O)c2c1,+,0.7
O=C(/C=C/[C@H]1O[C@@H](n2ccc(=O)[nH]c2=O)[C@H](O)[C@@H]1O)NCc1ccc2c(c1)OCO2,-2,-0.1
Cc1ccc(Cc2c(C(C)(C)C)nc3ccc(Br)cn23)cc1,4,-0.9
COc1ccccc1-c1cccc(-c2nc(C(=O)N3CCCCC3)cc3c2[C@@H](CCO)N(S(=O)C(C)(C)C)C3)c1 (some centres not stated),-2,-1.2
CN(C)c1ccc(-c2[nH][nH]c(=O)c2NC(=O)c2ccc3ccccc3n2)cc1,-3,-1.1
O=C(c1[nH]c(C(F)(F)F)nc1-c1ccccc1)N1CCc2ccccc2C1,5,1.2
COc1ccc(Cc2c(-c3ccc(OC)c(OC)c3)nc3ccc(C)cn23)c(C)c1,31*,79*
Cc1ccc(CN2CC(N3CCN(c4ccccn4)CC3)CS2(=O)=O)cc1 (configuration not stated),-1,2.1
O=c1cc(CN2CCN(c3ccc(Cl)c(Cl)c3)CC2)c2ccccc2o1,2,-0.8
Cc1cc(C)n(CCNC(=O)[C@H]2O[C@@H](n3cnc4c(N)ncnc43)[C@H](O)[C@@H]2O)n1,3,-1.2
C[C@H]1CN([C@@H](C)CO)C(=O)CCCn2nncc2CO[C@@H]1CN(C)Cc1cccc(C(=O)O)c1,-4,-1.6&-0.3
CCCN(CCC)Cc1cc(=O)oc2cc(C)cc(C)c12,-1,2.1
Cc1cc(Br)cn2c(Cc3ccsc3)c(-c3cccc(Cl)c3)nc12,-2,0.0
COc1ccc(CN(C)C(=O)/C=C/[C@H]2O[C@@H](n3cnc4c(N)ncnc43)[C@H](O)[C@@H]2O)cc1OC,2,-2.1
COC(=O)c1ccc2nc(C3CCCCC3)c(Cc3ccccc3C(F)(F)F)n2c1,2,-5.1
CC1(C(=O)NC2CCCCC2)CCC(=O)N1CCOc1ccccc1 (configuration not stated),1,4.0
C[C@H](NC(=O)/C=C/[C@H]1O[C@@H](n2ccc(=O)[nH]c2=O)[C@H](O)[C@@H]1O)C(=O)O,-2,-0.6
O=C(/C=C/[C@H]1O[C@@H](n2ccc(=O)[nH]c2=O)[C@H](O)[C@@H]1O)NCCN1CCCCC1,-1,0.6
CCCCC1Cc2[nH]c(=S)[nH]c(=O)c2C(c2ccc(Cl)cc2)O1 (configuration not stated),-7,1.4
CCCCNC(=O)c1nc(-c2ccncc2)oc1-c1ccccc1,+,3.1
CC1=C(C(=O)N2CCOCC2)CC(CC(=O)NCc2cccs2)C(=O)N1Cc1ccccc1 (configuration not stated),-1,-2.8
CN1C(=O)c2c(C(=O)Nc3ccc(Oc4ccncc4)cc3)[nH]c(-c3ccccc3)c2C1=O,4,-0.7

# Additional records
SMILES,FBA Mtb inh,BioA inh
CC(C)(C)C(=O)N1Cc2cc(N3CCCCC3)ccc2-n2nncc2C1,2,1.2
COc1ccc(NC(=O)N2C[C@H]3CON(C)[C@H]3C[C@H]2c2ccc(N3CCCCC3)cc2)cc1,3,0.9
C=C1C(=O)[C@]23C[C@H]1CCC2[C@@]1(C)C(C[C@@H]3O)[C@](C)(C(=O)OC)CC[C@@H]1O (some centres not stated),3,0.8
Nc1ncnc2c1ncn2[C@@H]1O[C@H](CNC(=O)[C@@H](N)Cc2ccc(C(=O)c3ccccc3)cc2)[C@@H](O)[C@H]1O,-1,-1.5
Cc1ccc(S(=O)(=O)N2C[C@H]3[C@H]4C(=O)N(c5ccccc5)C(=O)[C@H]4CC(=O)[C@H]3[C@@H]2c2ccc(Cl)cc2)cc1,3,-6.6
OCC[C@@H]1C[C@H](O)[C@@H](O)[C@]2(OCc3cc(Cl)ccc32)O1,1,1.6
Nc1ncnc2c1ncn2[C@@H]1O[C@H](C(=O)N2CCCN(Cc3ccccc3F)CC2)[C@@H](O)[C@H]1O,-3,-0.5
Cc1cccc(C)c1-n1nnnc1C(CCc1ccccc1)N1CCN(C/C=C/c2ccccc2)CC1 (configuration not stated),0,-6.5
COc1cc(/C=C/CNC[C@H]2O[C@@H](n3cnc4c(=O)[nH]c(N)nc43)[C@H](O)[C@@H]2O)ccc1O,-1,0.6
N#Cc1ccc(NC(=S)N2CCC3CC2c2cc(-c4ccc5c(c4)OCO5)ccc23)cc1 (configuration not stated),-5,0.8
CCOC1=C2CN(S(=O)(=O)c3ccc(C)cc3)[C@@H](c3ccccc3)C[C@H]2[C@H]2C(=O)N(c3ccccc3)C(=O)[C@H]2C1,-1,2.0
COC(=O)c1ccc2nc(-c3ccc(OC)c(OC)c3)c(Cc3ccc(OC)cc3C)n2c1,3,9.6
CCOC(=O)CNC(=O)N1Cc2cc(N3CCOCC3)ccc2-n2nncc2C1,-1,-2.2
O=S1(=O)CC(N2CCN(CC3CC3)CC2)CN1CCc1ccccc1 (configuration not stated),3,-0.8
O=C(CC[C@H]1O[C@@H](n2ccc(=O)[nH]c2=O)[C@H](O)[C@@H]1O)N[C@H](Cc1ccccc1)C(=O)NCCCN1CCCC1=O,1,-2.9
Cc1ccc(Cc2c(-c3cccc(Cl)c3)nc3ccc(Cl)cn23)cc1,4,-3.2
CC(C)(C)n1nnnc1C(c1ccccc1)N1CCN(C/C=C/c2ccccc2)CC1 (configuration not stated),1,-4.6
CC1=C(C(=O)N2CCOCC2)CC(CC(=O)NCCc2ccccn2)C(=O)N1CCC1=CCCCC1 (configuration not stated),-1,-1.8
O=C(Nc1c(-c2ccccc2)[nH][nH]c1=O)c1cccc(C(F)(F)F)c1,5,-1.3
CC[C@H](C)[C@@H]1NC(=O)CNC(=O)c2csc(n2)[C@H](C(C)(C)O)OC(=O)C(C)(C)[C@H](CCCC(C)(Cl)Cl)OC(=O)c2csc1n2,7,0.9
Brc1ccc2c(c1)CN(CC1CCCCC1)Cc1cnnn1-2,-3,8.2
COC(=O)c1ccc2nc(-c3cccc(Cl)c3)c(Cc3ccsc3)n2c1,7,2.7
COc1ccccc1Cc1c(-c2ccc(OC)c(OC)c2)nc2ccc(Br)cn12,1,8.8
COc1cc(NC(=O)[C@H]2O[C@@H](n3cnc4c(N)ncnc43)[C@H](O)[C@@H]2O)cc(OC)c1OC,-2,-0.1
O=C1NCCc2onc(-c3ccc(Br)cc3)c21,-1,-0.2

# Of the compounds above, these have a COOH group:
SMILES,FBA Mtb inh,BioA inh
C[C@H]1CN([C@@H](C)CO)C(=O)CCCn2nncc2CO[C@@H]1CN(C)Cc1cccc(C(=O)O)c1,-4,-1.6&-0.3
C[C@H](NC(=O)/C=C/[C@H]1O[C@@H](n2ccc(=O)[nH]c2=O)[C@H](O)[C@@H]1O)C(=O)O,-2,-0.6

# Continued.
SMILES,FBA Mtb inh,BioA inh
COc1ccc(-c2ccc3c(c2)CN(C(=O)NC2CCCCC2)Cc2cnnn2-3)cc1,86*,3.2
COC(=O)[C@H](CC(C)C)NC(=O)/C=C/[C@H]1O[C@@H](n2ccc(=O)[nH]c2=O)[C@H](O)[C@@H]1O,-1,0.0
Nc1ncnc2c1ncn2[C@@H]1O[C@H](C(=O)N[C@@H](CO)c2ccccc2)[C@@H](O)[C@H]1O,-1,-0.2
CCOC(=O)C1=C[C@@H](C(C)(C)C)N(S(=O)(=O)c2ccccc2C)[C@H]1c1ccc(Cl)cc1,-2,-1.7
COc1ccccc1Cc1c(-c2ccco2)nc2ccc(Br)cn12,0,2.3
O=C(c1ccccc1F)N1CCC2CC1c1cc(-c3ccc4c(c3)OCO4)ccc12 (configuration not stated),2,0.1
N/C(=N\C(=S)Nc1ccc2c(c1)OCO2)c1ccccc1,0,2.9
CN(C)[C@H]1CCN([C@@H]2CS(=O)(=O)N[C@H]2COCc2ccccc2)C1,-3,1.0
Cc1ccc(NC(=O)[C@H](Cc2ccccc2)NC(=O)CC[C@H]2O[C@@H](n3ccc(=O)[nH]c3=O)[C@H](O)[C@@H]2O)cc1C,-1,-0.3
COc1ccc2c(CN(C)Cc3ccccc3)cc(=O)oc2c1,2,1.8
CC1=C(C(=O)N(C(C)C)C(C)C)CC(CC(=O)NCCCN(C)C)C(=O)N1CCC1=CCCCC1 (configuration not stated),4,-0.6
CSCCC(c1nnnn1Cc1ccccc1)N1CCN(C/C=C/c2ccccc2)CC1 (configuration not stated),-1,-0.9

# Grouped by structure, those above with a Cl atom (13)
SMILES,FBA Mtb inh,BioA inh
Clc1ccc2nc(-c3ccco3)c(Cc3ccsc3)n2c1,0,1.0
CCc1ccc([C@@H]2C[C@H]3[C@@H](CN2S(=O)(=O)c2ccc(C)cc2)C(=O)C[C@@H](c2ccc(Cl)cc2)N3S(=O)(=O)c2ccc(C)cc2)cc1,1,-5.7
Nc1nc(Cl)nc2c1ncn2C1CCC(CO)O1 (configuration not stated),2,-2.4
CS(=O)(=O)n1c2ccccc2c(=O)n1-c1ccccc1CCl,4,0.1
O=c1cc(CN2CCN(c3ccc(Cl)c(Cl)c3)CC2)c2ccccc2o1,2,-0.8
Cc1cc(Br)cn2c(Cc3ccsc3)c(-c3cccc(Cl)c3)nc12,-2,0.0
CCCCC1Cc2[nH]c(=S)[nH]c(=O)c2C(c2ccc(Cl)cc2)O1 (configuration not stated),-7,1.4
Cc1ccc(S(=O)(=O)N2C[C@H]3[C@H]4C(=O)N(c5ccccc5)C(=O)[C@H]4CC(=O)[C@H]3[C@@H]2c2ccc(Cl)cc2)cc1,3,-6.6
OCC[C@@H]1C[C@H](O)[C@@H](O)[C@]2(OCc3cc(Cl)ccc32)O1,1,1.6
Cc1ccc(Cc2c(-c3cccc(Cl)c3)nc3ccc(Cl)cn23)cc1,4,-3.2
CC[C@H](C)[C@@H]1NC(=O)CNC(=O)c2csc(n2)[C@H](C(C)(C)O)OC(=O)C(C)(C)[C@H](CCCC(C)(Cl)Cl)OC(=O)c2csc1n2,7,0.9
COC(=O)c1ccc2nc(-c3cccc(Cl)c3)c(Cc3ccsc3)n2c1,7,2.7
CCOC(=O)C1=C[C@@H](C(C)(C)C)N(S(=O)(=O)c2ccccc2C)[C@H]1c1ccc(Cl)cc1,-2,-1.7
